High-throughput results from PubChem.
TRPV1 ag: human TRPV1 agonism; Q8NER1; TRPV1-expressing cells, Fluo-8 calcium influx, agonist mode; activation, % at 8.33 µM; 320,000 compounds, 0.19% hits; in the data active = activation above about 80%; inconclusive = between about 30% and that limit; also: 0% is about no effect
Target sequence (Q8NER1 whole entry, looked up): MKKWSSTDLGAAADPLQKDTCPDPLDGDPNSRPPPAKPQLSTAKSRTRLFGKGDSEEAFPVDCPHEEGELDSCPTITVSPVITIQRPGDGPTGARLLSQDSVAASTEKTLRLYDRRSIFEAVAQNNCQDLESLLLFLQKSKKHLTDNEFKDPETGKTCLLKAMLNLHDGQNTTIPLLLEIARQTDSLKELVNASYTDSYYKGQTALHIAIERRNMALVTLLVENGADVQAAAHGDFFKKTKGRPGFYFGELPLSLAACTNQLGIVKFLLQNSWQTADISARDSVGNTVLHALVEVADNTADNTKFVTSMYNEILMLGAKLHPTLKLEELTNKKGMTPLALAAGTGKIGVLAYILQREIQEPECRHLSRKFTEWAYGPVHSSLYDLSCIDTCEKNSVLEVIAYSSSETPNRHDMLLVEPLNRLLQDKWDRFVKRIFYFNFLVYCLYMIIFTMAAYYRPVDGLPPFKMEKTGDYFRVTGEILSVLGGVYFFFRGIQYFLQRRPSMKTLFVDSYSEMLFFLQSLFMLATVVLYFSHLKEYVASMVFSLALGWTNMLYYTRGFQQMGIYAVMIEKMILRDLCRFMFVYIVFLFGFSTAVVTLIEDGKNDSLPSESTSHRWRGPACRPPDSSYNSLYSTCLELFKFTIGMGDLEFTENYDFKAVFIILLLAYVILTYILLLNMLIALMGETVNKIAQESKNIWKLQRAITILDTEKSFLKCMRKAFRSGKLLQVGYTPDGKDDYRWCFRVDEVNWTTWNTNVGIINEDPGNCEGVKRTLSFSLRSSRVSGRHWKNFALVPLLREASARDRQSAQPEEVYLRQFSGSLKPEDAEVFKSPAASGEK
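TRPV1-expressing cells were cultured overnight at 35.5C and loaded with Fluo-8 calcium dye for 40 to 90 min at room temperature. After a 10 s baseline, compound was added and calcium influx was read kinetically for 3 min (ex 480/em 520 nm).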
KCNH2 3.1 block: inhibitors of human KCNH2 3.1 potassium channel isoform | U2OS KCNH2 3.1, thallium flux FluxOr; stronger effect = lower value | activity change, % (tested at about 1.8 µM) | 340,000 compounds, 0.95% hits | AID 720553;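 active = maximum activity change below -70%; inconclusive = maximum activity change from -70% to -50%; inactive = maximum activity change above -50%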;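 also: thallium influx rate constant from kinetic fluorescence after stimulation buffer; % is scaled to controls: 0 for no effect and ±100 for the full control effect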
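Measured as rate of thallium-driven FluxOr signal in transduced U2OS cells carrying the 3.1 channel, read kinetically for 2 min upon stimulation; values are rate constants scaled to DMSO control wells.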
ELG1 DNA repair: ELG1-dependent DNA repair inhibition; HEK293T ELG1-luciferase reporter, luminescence, 16 h; DNA damage induced by 5-fluorouridine; Potency, µM (highest dose often 46.1 µM), for the others: at the highest dose activity change, negative = inhibition, hits mostly inhibitors; 330,000 compounds, 2.3% hits; also: potency is read from the fitted curve at half-maximal effect; % is scaled to controls: 0 for no effect and ±100 for the full control effect; nearly all actives have a fitted effect of over 55% in size
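5-Fluorouridine DNA damage + compound/DMSO, 2,000 cells/well, 16 h, 37 °C/5% CO2. ONE-Glo, 30 min RT, luminescence. Readout = decrease in reporter signal.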
hERG WT inh: blocks the wildtype human KCNH2 potassium channel; activity change, % at 1.84 µM; U2OS, BacMam KCNH2, thallium flux FluxOr; stronger effect = lower value; Q12809; AID 720551; 340,000 compounds, 0.37% hits;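 active = maximum activity change below -70%; inconclusive = maximum activity change between -70% and -50%; inactive = maximum activity change above -50%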; also: % is scaled to controls: 0 for no effect and ±100 for the full control effect
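U2OS cells were transduced with wild-type KCNH2 virus (2.03 x 10^8 / mL) for 4 h at room temperature, then cultured overnight at 37 C. Thallium flux was read with FluxOr dye. Rate constants were normalized to DMSO controls.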
A-T KAP1 phos: potential ataxia-telangiectasia treatments restoring KAP-1 phosphorylation. […] A-T fibroblasts, KAP-1 phosphorylation AlphaLISA; neocarzinostatin DNA damage 30 min before lysis. 320,000 compounds, 0.19% hits. AID 485349. Potency, µM (top dose mostly 57.5 µM), without a hit: at the highest dose activation, most hits filed as activators; also: potency is read from the fitted curve at half-maximal effect; % of control where 0% means no effect; nearly all actives have a fitted effect of over 45% in size
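hTERT-immortalized A-T patient fibroblasts ([…]), 500 cells/well in OPTI-MEM, 1% FBS, got compounds for 60 min, then NCS for 30 min at 37C. Lysates were then assayed for phospho-KAP-1 by AlphaLISA (anti-pKAP1 donor, anti-KAP1 acceptor beads), 6 hr at 25C.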
USP2a inh: USP2a (human) protease inhibition | USP2 core, Ub-CHOP2 coupled fluorogenic reporter, 485/531 | O75604 | Potency, µM (highest dose often 38.3 µM), without a hit: at the highest dose activity change, negative = inhibition, hits mostly inhibitors | 330,000 compounds, 0.01% hits;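 also: potency is read from the fitted curve at half-maximal effect; plate controls were DMSO wells for no effect and full inhibition by NEM control for full effect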
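Cell-free coupled assay: 10nM USP2 core preincubated 30min RT with compound in Tris-HCl pH 8.0/CaCl2/CHAPS buffer, then 25nM Ub-CHOP2 and 25nM reporter substrate; fluorescence (Ex 485/Em 531) read after 60min RT, normalized to NEM inhibition, concentration-response curves fitted.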
Eya2 phos inh: Eya2 (human) phosphatase inhibition; Potency, µM (highest dose often 76.9 µM), inactives show top-dose activity, negative = inhibition, hits mostly inhibitors; recombinant Eya2, OMFP fluorescence dephosphorylation (OMFP is methylfluorescein phosphate); 330,000 compounds, 0.006% hits; O00167; AID 488837; also: potency is read from the fitted curve at half-maximal effect; % is scaled to controls: 0 for no effect and ±100 for the full control effect
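Eya2 (0.2 uM) preincubated 10 min at ambient with compound, then OMFP substrate added at 50 uM; 10 min reaction in 50 mM HEPES pH 7.5, 50 mM NaCl, 5 uM MgCl2, 0.05% BSA, 1 mM DTT. Fluorescence read at Ex 485/Em 525 nm.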
TCR activator: T cell receptor activation; 330,000 tested, under 10 active; Potency, µM (highest dose often 9.22 µM), for the others: top-dose activation of IL-2 secretion, usual class: activators; AID 504894; primary human leukocytes, anti-CD3, IL-2 HTRF, 48 h; also: % of control where 0% means no effect
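Activity was scored as IL-2 release from primary human leukocytes given only a TCR signal (a-CD3 beads) plus compound for 48 hr. Detection used a two-antibody HTRF format read at 665nm.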
TSHR antag: antagonists of human thyroid stimulating hormone receptor. P16473. TSHR-expressing cells, TSH-stimulated cAMP HTRF, 2 h; stronger effect = lower value. activity change, negative = inhibition, % at 11.5 µM. 330,000 compounds, 0.2% hits;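 active = activity change below a set negative limit, meaning inhibition stronger than a set level, cut at about -70% in these data; inconclusive = activity change between two set negative limits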; also: % is scaled to controls: 0 for no effect and ±100 for the full control effect
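Freshly harvested TSHR cells receive pin-tooled compound, then EC80 TSH at 4nM final. After 2 hours at 37 deg C, antibody in lysis buffer and cAMP-d2 are added; 30 minutes at ambient temperature precede the HTRF read.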
Mito fusion yeast: inhibitors of mitochondrial division or activators of mitochondrial fusion. S. cerevisiae fusion-defective mutant growth rescue, CellTiterGlo 48 h. Potency, µM (doses to about 46.1 µM), for inactives: at the highest dose growth rescue (activation), most hits filed as activators. 320,000 compounds, 0.23% hits. AID 485298;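 also: potency is read from the fitted curve at half-maximal effect; % of control where 0% means no effect; nearly all actives have a fitted effect of over 45% in size; temperature-sensitive fusion mutants such as fzo1-1 at 37 °C on non-fermentable ethanol glycerol medium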
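Growth-rescue viability read-out: after 48 h at the non-permissive 37C in glycerol/ethanol YPEG, yeast mitochondrial fusion mutants are measured by CellTiterGlo luminescence; compounds (23 nl pinned per well) restoring growth score as division inhibitors or fusion activators.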
Numbers without * were called inactive; ? = inconclusive; · = no result given; & = joins results of further samples; [ ] = another dose, or the depositor's remark. Unless noted, calls follow the shape of the dose curve; as a rule, active = well fitted curve in the direction sought with a large enough effect; inconclusive = small, poorly fitted or top-dose-only effect, or another doubt; inactive = no such curve, though single readings can be large; an effect the other way counts as inactive or inconclusive. Some of the compounds tested; rates above refer to the full screens.

Results follow in this order: Eya2 phos inh | Mito fusion yeast | KCNH2 3.1 block | TRPV1 ag | hERG WT inh | TCR activator | ELG1 DNA repair | USP2a inh | TSHR antag | A-T KAP1 phos
> C=CCN1C(=O)CC(C(=O)NC)SC1=Nc1ccc(C(=O)OCC)cc1 (configuration not stated)
  -32% | -5% | -12 | 0 | 18 | -3% | ? | -2% | -2 | 0%
> COc1ccc(-n2cnnc2SCC(=O)N2CCN(c3ccccc3)CC2)cc1
  -18% | 1% | 2 | -1 | 10 | 2% | ? | 2% | 27 | -1%
> Nc1c(N(CCC2=CCCCC2)C(=O)CCCOc2ccccc2)c(=O)[nH]c(=O)n1Cc1ccccc1
  14% | -4% | -12 | 2 | -23 | 5% | 1% | 9% | 3 | -7%
> CCS(=O)CCSC(=N)N (configuration not stated)
  10% | -1% | 18 | -4 | -3 | 2% | -11% | 0% | -1 | ·
> COc1ccc(-c2c(C(C)=O)c(C)n(C)c2C)cc1
  2% | · | -1 | -8 | -48 | 0%[46.1 µM] | 7% | 0% | 33 | 2%
> CC(C)OCC1CC(CC(=O)Nc2ccc([N+](=O)[O-])cc2)C(=O)O1 (configuration not stated)
  3% | 5% | -3 | -1 | -3 | -2% | 4% | 2% | 2 | -2%[11.5 µM]
> CCC1CCCCN1CCCNC(=O)CSc1nc2nc(C)c(Cc3ccccc3)c(C)n2n1 (configuration not stated)
  0% | 0% | -17 | -4 | 27 | -19% | 18% | 0% | 5 | 3%
> CC(C)c1nnc(NC(=O)c2cccc(-n3cnnn3)c2)s1
  10% | 4% | -1 | -2 | -4 | 1% | 12% | 1% | -11 | -2%
> CC(C)(C)C1(C)OC(C(=O)NC2CCCCC2)C(C(=O)NC2CCCCC2)O1 (configuration not stated)
  -14% | 4% | 4 | ? | 9 | · | ? | -5% | -8 | -12%
> O=[N+]([O-])c1ccc(CSc2nnc(Cc3ccccc3)n2-c2ccc(F)cc2)cc1
  -18% | 8% | -17 | 4 | 6 | -1%[46.1 µM] | ? | -8% | -4 | 1%
> O=C(CCC(=O)Nc1cccc(Cl)c1)N/N=C/c1cc([N+](=O)[O-])ccc1O
  0% | -6% | 1 | -1 | -2 | -4% | ? | 0% | -11 | -2%
> N#CCSc1nc2ccc(N3CCOCC3)cc2c(=O)n1CCc1ccccc1
  9% | 12% | 2 | 3 | 2 | -7% | ? | 6% | -6 | 1%
> COc1ccc(C(=O)NCCc2cc3ccc(C)c(C)c3[nH]c2=O)cc1OC
  -12% | -3% | -111* | 0 | -11 | -17% | ? | 2% | 9 | -2%
> Cc1cccc(OCc2nnc(SCC(=O)NCCc3ccccc3)o2)c1
  12% | -1% | -7 | -2 | 11 | 3% | 2% | 3% | -9 | -14%
> CCCc1nc2oc3c(NCc4ccccn4)ncnc3c2c2c1COC(C)(C)C2
  9% | -1% | -2 | 5 | 3 | -26% | ? | 1% | -5 | -6%
> COc1ccc(-n2nnnc2SCC(=O)Nc2nnc(C)s2)cc1
  -2% | -1% | 6 | -4 | 2 | 10% | 2% | 7% | -5 | -3%
> CCOC(=O)C1=C(CC)Nc2ccccc2N=C1NC(=O)c1cccc(S(=O)(=O)N2CCOCC2)c1
  -7% | -2% | -5 | ? | -1 | 0% | -11% | -1% | 5 | 12%
> CCN1CCN(Cc2ccc(NC(=O)c3ccc(C)c(NC(=O)c4c[nH]c5cc(C(F)(F)F)ccc5c4=O)c3)cc2C(F)(F)F)CC1
  -9% | -6% | 5&15 | 0 | -19&1 | 5% | ? | -11% | -2 | 27%
> N#Cc1ccccc1Sc1ccccc1C(=O)OCC(N)=O
  10% | -1% | -30 | 0 | 6 | 3% | 5% | -1% | -6 | -6%
> O=C(Nc1cnccn1)c1ccc(F)cc1Cl
  10% | 0% | 6 | 2 | 6 | · | -1% | 1% | -5 | 4%
> Cc1ccccc1OC1CCN(C(=O)C2CCC(=O)N(C3CCCC3)C2)CC1 (configuration not stated)
  -2% | 5% | -3 | 8 | 19 | -3% | -2% | -1% | -37 | 8%
> CCOc1ccc(S(=O)(=O)NCc2ccccn2)cc1NC(=O)c1ccccc1F
  -4% | -12% | -7 | -1 | -9 | -3% | -1% | -1% | 4 | 5%
> Cc1ccc(-n2nnnc2SCC(=O)N2CCNC2=O)cc1C
  -4% | -4% | -6 | 5 | -1 | · | 16% | 0% | 9 | -3%
> COc1ccc(N(CC(=O)NCc2ccncc2)S(=O)(=O)c2ccc(C)c([N+](=O)[O-])c2)cc1
  -11% | -6% | 12 | 27 | 10 | 4% | -3% | 0% | -3 | 2%
> COc1ccc(/C=N/NC(=O)c2c(Br)cnn2C)c2ccccc12
  -9% | -3% | -3 | 26 | -4 | 2% | 13% | -2% | 1 | 0%
> COC(=O)c1c(C(=O)OC)c(-c2ccccc2)n2c1CCC2
  -4% | 2% | 3 | 0 | 34 | 1% | -19% | 3% | 2 | -17%
> Cc1ccccc1-c1nnc2s/c(=C\c3ccc(N(C)C)cc3)c(=O)n12
  16% | 1% | · | 0 | · | · | 7% | 5% | 5 | 2%
> CN(c1ccccc1)S(=O)(=O)c1cccc(NC(=O)C2=NNC(=O)CC2)c1
  2% | · | 10 | · | 6 | -3% | 16µM* | -3% | 55 | 30%
> Nc1nc(SCC(=O)c2c(N)n(Cc3ccccc3)c(=O)[nH]c2=O)n[nH]1
  6% | 0% | -17 | 1 | -105* | 5% | 6% | 9% | -8 | -7%
> CC(NC(=O)Cn1cccc1C(=O)c1ccccc1)c1ccc2c(c1)OCCO2 (configuration not stated)
  -9% | 7% | 0 | 7 | · | -8% | -3% | 0% | -5 | 0%
> CCOc1cc(Br)c(CN2C(=O)NC3(CCCCCC3)C2=O)cc1OCC
  1% | -6% | 8 | 16 | -11 | -12% | 4% | 3% | -4 | 1%
> Cc1cc(C(F)(F)F)nn1-c1nc(-c2ccco2)cc(C(F)(F)F)n1
  -5% | 1% | -17 | 4 | 8 | 3% | -1% | 3% | -4 | 1%
> O=C1CN2NC(=S)N(c3ccc(Cl)cc3)C2=CN1c1ccc(Cl)cc1
  7% | 1% | 14 | 1 | 12 | 0% | -7% | 13% | -10 | 4%
> CCc1c(C)nc(SCC(=O)N2C(C)CCCC2C)[nH]c1=O (configuration not stated)
  2% | -4% | 35 | 3 | -5 | 7% | ? | -1% | 5 | 3%
> Cc1ccc(NC(=O)c2cc3ccccc3oc2=O)cc1S(=O)(=O)N(C)C
  1% | 11% | 16 | 0 | 4 | -5% | ? | 0% | 6 | -2%
> COCc1nnc(NC(=O)C2CC(=O)N(CCc3ccc(F)cc3)C2)s1 (configuration not stated)
  -7% | -10% | -22 | -2 | -3 | -2% | 12% | 0% | 0 | -2%
> CCCCc1cc(=O)oc2cc(OCc3nn[nH]n3)ccc12
  -6% | -2% | -1 | -3 | -1 | -3% | -2% | 1% | -6 | 6%
> COc1cccc(C(=O)Nc2nc3ccccc3s2)c1
  -3% | -4% | -7 | 15 | -2 | -1% | ? | -1% | -13 | 12%
> CCN(c1ccc(NC(=O)c2ccc(N3CCCC3=O)cc2)cc1)C(C)C
  6% | -10% | 0 | -1 | -3 | -12% | ? | -2% | -12 | -6%
> C/C(=N\NC(=O)c1ccccn1)c1ccc(Cl)cc1
  -16% | 0% | -10 | 21 | -3 | -1% | ? | 3% | -4 | 2%
> CNc1nc(-c2ccccn2)nnc1-c1ccccc1
  -33% | 1% | 10 | 1 | -3 | 3% | -10% | -2% | 2 | -2%
> Cc1cccc(C(=O)Nc2cccc(C(=O)N/N=C/c3ccccn3)c2)c1
  9% | -13% | -32 | 2 | -1 | -6% | -15% | -2% | -2 | -14%
> COc1cc(NC(=O)Nc2ccccc2)c(OC)cc1NC(=O)CN1CCCCC1
  -10% | 2% | -14 | ? | 3 | 3% | -21% | -8% | 6 | -2%
> CCOc1ccc(/C=C/C(=O)N(CC)CC(=O)Nc2ccc3c(c2)OCCO3)cc1OCC
  3% | 5% | -20 | 7 | 0 | 2% | 8% | 4% | 15 | 5%
> Cc1c(Cl)c([N+](=O)[O-])nn1CCCC(=O)NC1CCCCC1
  2% | -3% | -3 | -1 | 5 | -6% | -1% | 2% | 8 | -7%
> CSc1n[nH]c(NC(C)=O)n1
  3% | -4% | -2 | 2 | 2 | -7% | 2% | -1% | -3 | -2%
> O=C(Nc1nnc(SCc2ccccc2)s1)C1=COCCO1
  23% | 12% | -3 | 15 | -15 | 5% | ? | -1% | -1 | -10%
